CendR NRP1 mod: modulators of CendR peptide binding to NRP-1, primary screen, biochemical, fluorescence polarization, uHTS; Neuropilin-1 (Homo sapiens), O14786; FAM-RPARPAR peptide binding to NRP-1; inhibition, % at 25 µM; 0.85% of 360,000 active; AID 602438, 2012;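 active = inhibition or corrected inhibition above about 18%, plus a signal ratio from 0.5 to 1.5, limit read from the data, passing the limit was not always enough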; note: strong numbers were not always called active
SKN-1 block: suppressors of acrylamide-induced Pgst-4::GFP reporter in worms, primary screen, SKN-1 inhibitor project, whole organism, uHTS, GFP/RFP fluorescence ratio, strain VP596; C. elegans VP596 Pgst-4::GFP/RFP ratio, 24 h; inhibition, % at 21.8 µM; 0.49% of 360,000 active; AID 624304, 2012;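 active = interference check ratio from 0.5 to 1.5 plus GFP to RFP signal ratio inhibition reaching or exceeding a fixed threshold, cut at about 30% in these data, passing the limit was not always enough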; note: some compounds called inactive have numbers as strong as hits
TbMetRS inhib: T. brucei MetRS inhibitors, primary screen, biochemical, luminescence | methionyl-tRNA synthetase (Trypanosoma brucei brucei) | purified T. brucei MetRS, ATP depletion, Kinase-Glo luminescence | inhibition, % at 11.9 µM | 0.4% of 360,000 active;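 active = inhibition above a per-plate cutoff of the control wells' mean inhibition plus 3 SD, cut at about 5.5% in these data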;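 note: 0% = DMSO wells median and 100% = median of wells with control inhibitor compound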
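Material: parasite MetRS enzyme / Replication: singlicate, one well per compound / Signal: luminescence of leftover ATP / Schedule: 2 h aminoacylation at 25 °C after 15 min preincubation / Medium: HEPES-MgCl2-KCl buffer plus DTT, spermine, BSA, pyrophosphatase / Doses: 11.9 µM single point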
MsrA inhibitor: bovine MsrA enzyme inhibitors, primary screen, biochemical, absorbance, HTS. AID 651718, 2012. Methionine sulfoxide reductase A (Bos taurus). inhibition, % at 15.5 µM. 0.75% of 360,000 active. purified bovine MsrA, absorbance read-out; in the data active = inhibition above about 4.5%;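 note: 0% = vehicle wells with enzyme and 100% = reference inhibitor wells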
eLon inh: inhibitors of E. coli Lon protease, primary screen, biochemical, fluorescence polarization. P0A9M0. purified E. coli Lon protease. inhibition, % at 7.94 µM. 0.42% of 360,000 active; in the data active = inhibition above about 13%, passing the limit was not always enough;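 note: 0% = enzyme with probe and DMSO and 100% = no enzyme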
MT1-MMP act inh: blockers of MT1-MMP proenzyme processing, primary screen, HT1080 RFP-PRO-GFP cells, GFP/RFP fluorescence | Matrix metalloproteinase-14 (Homo sapiens), P50281 | GFP/RFP ratio fluorescence, overnight; percent of plate control window, DMSO zero | GFP/RFP ratio change, % at 20 µM | 0.061% of 360,000 active;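 active = GFP/RFP ratio change of at least 30% with cell ATP level not reduced by more than half and red fluorescence within 50% of control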; note: strong numbers were not always called active
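Material: RFP-PRO-GFP reporter HT1080 cells. Dosing: single-point 20 µM compound, 1% DMSO. Controls: DMSO and RFP-L50D-GFP cell wells. Timing: cells overnight before dosing, compound overnight, 37 °C, 5% CO2. Measure: GFP/RFP fluorescence ratio.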
MLLE-PAM2 inh: inhibitors of PABP1 MLLE–PAM2 peptide binding, primary screen, biochemical, fluorescence polarization, FITC-PAM2, GST-MLLE; inhibition, % at 20 µM; 0.36% of 360,000 active; Polyadenylate-binding protein 1 (Homo sapiens), P11940; in the data active = inhibition above about 35%, passing the limit was not always enough;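 note: plate controls were DMSO wells with GST-MLLE for no effect and wells lacking GST-MLLE protein for full effect; some results filed as inactive read as strong as hits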
Target sequence (P11940 whole entry, looked up): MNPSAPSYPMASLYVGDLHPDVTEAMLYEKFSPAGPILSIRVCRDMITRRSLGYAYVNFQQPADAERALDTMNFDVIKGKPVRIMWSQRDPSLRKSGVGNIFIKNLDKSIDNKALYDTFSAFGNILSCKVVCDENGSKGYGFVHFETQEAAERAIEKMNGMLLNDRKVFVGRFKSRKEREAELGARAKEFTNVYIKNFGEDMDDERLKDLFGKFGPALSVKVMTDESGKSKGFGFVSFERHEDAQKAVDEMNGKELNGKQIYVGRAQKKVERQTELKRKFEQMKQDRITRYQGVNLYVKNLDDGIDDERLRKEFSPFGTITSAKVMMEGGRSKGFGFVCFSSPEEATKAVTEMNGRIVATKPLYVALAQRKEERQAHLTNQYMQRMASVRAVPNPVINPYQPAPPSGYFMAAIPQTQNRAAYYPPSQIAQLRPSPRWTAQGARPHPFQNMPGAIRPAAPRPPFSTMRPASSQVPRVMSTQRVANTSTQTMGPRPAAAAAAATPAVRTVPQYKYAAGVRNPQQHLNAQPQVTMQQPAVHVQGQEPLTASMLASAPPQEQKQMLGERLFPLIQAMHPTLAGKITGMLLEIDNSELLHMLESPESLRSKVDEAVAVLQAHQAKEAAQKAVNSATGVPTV
FAS TE block: FAS thioesterase domain inhibitors, primary screen, biochemical, fluorescence intensity, uHTS; Fatty acid synthase (Homo sapiens), P49327; recombinant FAS-TE, OMFH fluorogenic substrate, fluorescence endpoint; inhibition, % at 15 µM; 0.67% of 360,000 active; AID 602261, 2012;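 active = compounds whose normalised, plate-corrected inhibition of enzyme fluorescence in the single-dose primary screen is 50% or more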;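 note: 0% = DMSO with enzyme and 100% = substrate without enzyme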
bovine MsrA act: bovine MsrA enzyme activators, primary screen, biochemical, absorbance, HTS | purified bovine MsrA, absorbance read-out | 0.3% of 360,000 active | activation, % at 10.6 µM | AID 602163, 2012; in the data active = activation above about 7.5%;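 note: 0% = vehicle and 100% = reference activator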
Starred values were filed as active, the others as inactive; / = not tested or not shown.

(1) COCCN1C(=O)c2ccccc2C(C(=O)Nc2ccc3c(c2)OCCO3)C1c1ccc(F)cc1 (stereo not drawn)
(2) Cc1nc2scc(C)n2c(=O)c1S(=O)(=O)NCc1ccccc1
(3) CN1CC2(Cc3c1ccc1ccccc31)C(=O)OC(C)(C)OC2=O
(4) Cc1ccc(C)c(NC(=S)NCCN2CCOCC2)c1
(5) O=C1c2cccc3cccc(c23)C(=O)N1c1ccccc1Cl
(6) O=C(c1ccccc1)N1CCN(S(=O)(=O)c2ccccc2)CC1
(7) COc1c(/C=N/NS(=O)(=O)c2ccc(C)cc2)c(CCN(C)C(C)=O)cc2c1OCO2
(8) O=C(O)c1cc(S(=O)(=O)N2CCCCC2)ccc1Cl
Compound	1	2	3	4	5	6	7	8
CendR NRP1 mod	15	5	-2	-2	-1	5	2	-4
SKN-1 block	8	9	16	-17	-5	4	-3	-20
TbMetRS inhib	-0.4	-0.3	-0.5	-2.2	0.5	0.1	-0.2	-0.8
MsrA inhibitor	-0.8	0.8	1.4	-1.3	1.0	-0.1	0.1	-0.1
eLon inh	0	-6	1	-8	-1	1	6	6
MT1-MMP act inh	5	-5	-5	9	-1	1	2	5
MLLE-PAM2 inh	-3	0	16	13	4	11	-24	-6
FAS TE block	-1	-2	46	-10	11	0	-6	-2
bovine MsrA act	2	-2	-1	-6	0	-2	-2	-8

(9) Cc1ccc(C(=O)Nc2cccc(C(=O)NC3CCCCC3)c2)cc1
(10) Cc1cccc(NC(=O)Cn2nc(C(F)(F)F)cc2C2CC2)c1
(11) CCOc1ccc(C(O)c2nccn2Cc2ccccc2)cc1 (stereo not drawn)
(12) COC(=O)C(Cc1ccc(O)cc1)NC(=O)c1ccccc1OC (stereo not drawn)
(13) COc1ccc(CCN(C)C(=O)c2ccc(S(=O)(=O)NCc3ccco3)cc2)cc1OC
(14) COc1ccc(-c2nnc3cccc(Cl)n23)c(OC)c1
(15) CCOC(=O)C(=CNc1cccc(C)n1)C(=O)OCC
(16) COc1ccc(Cc2nnc(NC(=O)c3cccs3)s2)cc1
Compound	9	10	11	12	13	14	15	16
CendR NRP1 mod	-2	6	-4	17	-9	-10	2	13
SKN-1 block	21	0	-2	-12	-8	8	-1	0
TbMetRS inhib	-0.4	0.7	-0.4	-0.4	-0.3	-1.0	-0.1	0.1
MsrA inhibitor	-1.1	/	8.8*	0.7	0.4	0.5	0.6	0.6
eLon inh	0	-1	6	-2	-10	2	1	9
MT1-MMP act inh	-1	3	1	0	2	-2	10	3
MLLE-PAM2 inh	-11	4	5	-9	-7	-3	2	-9
FAS TE block	2	8	-7	-5	-9	-11	-13	-5
bovine MsrA act	-3	-1	-8	-3	-7	-2	-2	1

In a second layout: results already given.
| entry | mol | CendR NRP1 mod | SKN-1 block | TbMetRS inhib | MsrA inhibitor | eLon inh | MT1-MMP act inh | MLLE-PAM2 inh | FAS TE block | bovine MsrA act |
| --- | --- | --- | --- | --- | --- | --- | --- | --- | --- | --- |
| 12 | COC(=O)C(Cc1ccc(O)cc1)NC(=O)c1ccccc1OC (stereo not drawn) | 17 | -12 | -0.4 | 0.7 | -2 | 0 | -9 | -5 | -3 |
| 13 | COc1ccc(CCN(C)C(=O)c2ccc(S(=O)(=O)NCc3ccco3)cc2)cc1OC | -9 | -8 | -0.3 | 0.4 | -10 | 2 | -7 | -9 | -7 |
| 14 | COc1ccc(-c2nnc3cccc(Cl)n23)c(OC)c1 | -10 | 8 | -1.0 | 0.5 | 2 | -2 | -3 | -11 | -2 |

Marked active in MsrA inhibitor, of those listed so far:
entry | canonical_smiles | CendR NRP1 mod | SKN-1 block | TbMetRS inhib | MsrA inhibitor | eLon inh | MT1-MMP act inh | MLLE-PAM2 inh | bovine MsrA act
11 | CCOc1ccc(C(O)c2nccn2Cc2ccccc2)cc1 (stereo not drawn) | -4 | -2 | -0.4 | 8.8* | 6 | 1 | 5 | -8

New compounds follow:
(17) CC(C)(C)C(=O)Nc1ccc(C(=O)N/N=C/c2ccccc2OC(=O)c2ccc(Cl)cc2)cc1
(18) O=C(c1ccccc1NS(=O)(=O)c1ccc(F)cc1)N1CCCC1
(19) S=c1[nH]nc(-c2ccccn2)n1/N=C/c1ccc(-c2ccccc2Cl)o1
(20) O=[N+]([O-])c1cccc(/C=N/n2cnnc2)c1O
(21) COc1nc(-c2ccccc2)ncc1S(=O)(=O)c1ccccc1
(22) CCN(CCCNC(=O)CSc1cc(=O)n(C)c2cc(Cl)ccc12)Cc1ccccc1
(23) Cc1ccc(CC(=O)Nc2nncs2)cc1
(24) ClCC(CNCc1ccccc1)c1ccccc1 (stereo not drawn)
Compound	17	18	19	20	21	22	23	24
CendR NRP1 mod	8	5	-6	5	19	-3	5	5
SKN-1 block	8	-6	6	4	-16	-5	11	3
TbMetRS inhib	0.2	0.3	-1.0	0.5	-1.4	-0.6	-1.2	-0.1
MsrA inhibitor	4.0	0.6	2.6	0.0	-1.1	1.6	1.0	0.6
eLon inh	1	-6	3	-2	4	-2	-5	0
MT1-MMP act inh	-1	0	3	5	-5	0	2	/
MLLE-PAM2 inh	4	2	-11	13	17	-2	2	7
FAS TE block	76*	-7	-2	-7	15	2	-7	-8
bovine MsrA act	-2	-3	-5	0	-8	-5	-1	-10

(25) COc1cccc(OCC(O)CN2CCN(C)CC2)c1 (stereo not drawn)
(26) COc1ccc(NC(=O)CN(C)S(=O)(=O)c2cnc[nH]2)cc1
(27) O=c1ccccn1CCOc1ccccc1Cl
(28) COCCNc1nc(-c2ccc(OC)cc2C)c2sc(-c3ccccc3)cc2n1
(29) O=C(Nc1ccc(F)cc1)C(c1cccc(F)c1)N1CCN(c2cccc(C(F)(F)F)n2)CC1 (stereo not drawn)
(30) CC(=O)c1ccc(N2CCN(C(=O)C3CCCN3S(=O)(=O)c3cccc4nsnc34)CC2)cc1 (stereo not drawn)
(31) O=C(O)c1cccc(-c2ccc(/C=N/NC(=O)C3COc4ccccc4O3)o2)c1 (stereo not drawn)
(32) O=C(Oc1coc(CSc2ncccn2)cc1=O)c1cccc([N+](=O)[O-])c1
Compound	25	26	27	28	29	30	31	32
CendR NRP1 mod	3	14	-1	-11	0	-1	3	-11
SKN-1 block	-10	1	-23	11	3	19	-11	-14
TbMetRS inhib	1.9	-1.0	-0.7	0.2	-0.9	-0.3	-1.0	0.3
MsrA inhibitor	-0.7	-2.4	1.6	0.6	3.5	3.2	4.7*	0.4
eLon inh	3	4	-7	-12	/	-14	5	6
MT1-MMP act inh	0	-3	-3	-13	-16	-1	5	4
MLLE-PAM2 inh	2	8	3	-13	/	-19	-5	17
FAS TE block	-5	-6	-8	19	/	-2	6	22
bovine MsrA act	-1	-11	-7	-5	/	-1	-10	-3

(33) CC1=NN(c2ccccc2)C(=O)/C1=C/N(C)C
(34) O=C(CCl)NC1CCCc2ccccc21 (stereo not drawn)
(35) Cc1ccc(-c2nc3ccsc3c(=O)[nH]2)cc1
(36) COC(=O)c1c(NC(=O)c2ccco2)sc(C(=O)N(C)C)c1C
(37) COc1ccc(CNC(=O)c2cccs2)cc1
(38) COCCNc1nc(-c2ccccc2)nc2ccccc12
(39) Cc1c(C(=O)NCc2ccc(C(C)C)cc2)sc(=O)n1Cc1cccc(F)c1
(40) CN(C(=O)CSc1ncnc2ccccc12)C1CCCCC1
Compound	33	34	35	36	37	38	39	40
CendR NRP1 mod	3	-3	3	-32	8	6	-5	-3
SKN-1 block	-9	-2	9	21	5	9	20	-8
TbMetRS inhib	-0.2	-0.2	-1.6	-0.4	-1.0	-0.3	-0.5	-0.4
MsrA inhibitor	-0.1	0.3	0.8	2.8	1.0	0.2	0.2	1.8
eLon inh	-3	4	1	2	-4	2	3	-4
MT1-MMP act inh	0	-4	-3	-2	5	4	0	-1
MLLE-PAM2 inh	11	-3	10	20	-2	-3	1	-3
FAS TE block	-7	-1	-12	-4	-8	2	6	-2
bovine MsrA act	-7	-2	-12	-2	3	2	-6	-1

Rewritten tab-delimited: four of the compounds above.
No.	canonical_smiles	CendR NRP1 mod	SKN-1 block	TbMetRS inhib	MsrA inhibitor	eLon inh	MT1-MMP act inh	MLLE-PAM2 inh	FAS TE block	bovine MsrA act
34	O=C(CCl)NC1CCCc2ccccc21 (stereo not drawn)	-3	-2	-0.2	0.3	4	-4	-3	-1	-2
35	Cc1ccc(-c2nc3ccsc3c(=O)[nH]2)cc1	3	9	-1.6	0.8	1	-3	10	-12	-12
36	COC(=O)c1c(NC(=O)c2ccco2)sc(C(=O)N(C)C)c1C	-32	21	-0.4	2.8	2	-2	20	-4	-2
37	COc1ccc(CNC(=O)c2cccs2)cc1	8	5	-1.0	1.0	-4	5	-2	-8	3

Carrying on.
(41) COc1ccc(CNC(=O)C(=O)NC2CCC(C)CC2)cc1 (stereo not drawn)
(42) Cn1nc(CC(=O)NCc2cccc3ccccc23)c2ccccc2c1=O
(43) CCOc1ccc(C(=O)NCCc2cnc[nH]2)cc1
(44) C1CCc2nnc(-c3nnc4n3CCCCC4)n2CC1
(45) CCOC(=O)C(Cc1ccc(OC)c([N+](=O)[O-])c1)NC(=O)CCC(=O)Nc1ccc(OC)cc1 (stereo not drawn)
(46) O=C(Cn1cc(C(=O)c2cccs2)c2ccccc21)NCC1CCCO1 (stereo not drawn)
(47) CC(C)c1ccc(NC(=O)C2CC(=O)N(C3CCCC3)C2)cc1 (stereo not drawn)
(48) O=C(Nc1cccc(-c2csc(Nc3ccc(Cl)cc3)n2)c1)c1ccccc1
Compound	41	42	43	44	45	46	47	48
CendR NRP1 mod	3	13	-1	8	10	12	9	-4
SKN-1 block	13	-7	-4	-13	-14	-3	-8	5
TbMetRS inhib	-0.1	-1.2	-1.8	-0.9	-1.4	0.0	-1.1	-0.3
MsrA inhibitor	1.5	-1.3	-0.1	-0.5	0.7	4.0	-0.4	2.6
eLon inh	0	-6	0	-1	0	-7	4	4
MT1-MMP act inh	1	-7	1	-4	-2	4	-1	11
MLLE-PAM2 inh	7	6	7	-4	2	3	-3	25
FAS TE block	-2	5	-4	-4	0	-4	1	30
bovine MsrA act	-3	-4	-3	-5	-17	-2	-2	-2

(49) CCOC(=O)C1CCN(C2CC(=O)N(c3cccc(Cl)c3)C2=O)CC1 (stereo not drawn)
(50) O=S(=O)(c1cccs1)N1CCCc2cccc(O)c21
(51) Cc1nnc(SCc2ccccc2)[nH]c1=O
(52) COCCn1c(SCc2cccnc2)nnc1-c1ccco1
(53) Cc1nn(C)cc1CN(C)C(=O)CC12CC3CC(CC(C3)C1)C2
Compound	49	50	51	52	53
CendR NRP1 mod	9	4	-16	0	-2
SKN-1 block	10	-5	0	0	12
TbMetRS inhib	-0.8	-0.9	-0.9	-0.1	0.7
MsrA inhibitor	-0.6	0.4	-0.2	-0.9	-0.5
eLon inh	-4	-2	1	-4	-2
MT1-MMP act inh	4	-4	-1	-11	4
MLLE-PAM2 inh	2	-7	1	-2	0
FAS TE block	-8	8	-9	-9	0
bovine MsrA act	-6	5	-10	-3	-3

Screening results from PubChem BioAssay.

No enrichment for hits; overall some 4% were active at least once.
